LRH-1 inv ag: LRH-1 (NR5A2) inverse agonists, primary screen, cell-based, luminescence, HEK293T, StAR-luciferase reporter; 360,000 tested, 0.13% active; LRH-1 transfected, 24 h; Nuclear receptor subfamily 5 group A member 2 (Homo sapiens), O00482; inhibition, % at 3.6 µM; AID 602396, 2012;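 active = inhibition above the mean inhibition of all tested compounds plus 3 SD, cut at about 73% in these data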;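 note: 0% = DMSO wells and 100% = reporter-only cells lacking LRH-1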
NCOA2 inhibitor: inhibition of GAL4-SRC2 driven luciferase reporter, primary screen, SRC2 inhibitor project, cell-based, luminescence; 370,000 tested, 0.17% active; HEK293 GAL4-SRC2 luciferase reporter; inhibition, % at 9 µM; Nuclear receptor coactivator 2 (Homo sapiens), Q15596; AID 651957, 2012;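 active = inhibition above the mean inhibition of all tested compounds plus 3 SD, set per campaign, cut at about 52% in these data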;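 note: 0% = DMSO treated cells and 100% = cells given Gossypol at 36 µM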
NOD2-RIPK2 inh: NOD2-RIPK2 binding disruptors in cells, primary screen, fluorescence, CHO cells, BLA complementation | Receptor-interacting serine/threonine-protein kinase 2 (Homo sapiens), O43353 | CCF4 ratio | inhibition, % at 4.98 µM | 360,000 tested, 0.38% active | AID 624267, 2012; in the data active = inhibition above about 21%;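 note: 0% = vehicle only and 100% = reference blocker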
SRC1 inh: SRC1 coactivator transcriptional activity inhibitors, primary screen, cell-based, luminescence; 360,000 tested, 0.12% active; Nuclear receptor coactivator 1 (Homo sapiens), Q15788; HEK293 GAL4-SRC1 luciferase reporter; AID 588354, 2011; inhibition, % at 3.6 µM;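 active = inhibition above the campaign mean plus 3 SD, with each screening campaign given its own cutoff, cut at about 60% in these data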;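 note: 0% = DMSO treated cells and 100% = gossypol at 36 µM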
SRC3 inh: SRC3 coactivator transcriptional activity inhibitors, primary screen, cell-based, luminescence | 360,000 tested, 0.17% active | inhibition, % at 3.6 µM | Nuclear receptor coactivator 3 (Homo sapiens), Q9Y6Q9 | HEK293 GAL4-SRC3 luciferase reporter;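 active = inhibition above a per-campaign cutoff, the mean of all compounds plus 3 SD, cut at about 60% in these data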;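 note: 0% = DMSO-treated cells and 100% = gossypol-treated cells at 36 µM; higher means less SRC3-driven luciferase light from the GAL4 reporter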
Target sequence (Q9Y6Q9 whole entry, looked up, the tested form may be a part): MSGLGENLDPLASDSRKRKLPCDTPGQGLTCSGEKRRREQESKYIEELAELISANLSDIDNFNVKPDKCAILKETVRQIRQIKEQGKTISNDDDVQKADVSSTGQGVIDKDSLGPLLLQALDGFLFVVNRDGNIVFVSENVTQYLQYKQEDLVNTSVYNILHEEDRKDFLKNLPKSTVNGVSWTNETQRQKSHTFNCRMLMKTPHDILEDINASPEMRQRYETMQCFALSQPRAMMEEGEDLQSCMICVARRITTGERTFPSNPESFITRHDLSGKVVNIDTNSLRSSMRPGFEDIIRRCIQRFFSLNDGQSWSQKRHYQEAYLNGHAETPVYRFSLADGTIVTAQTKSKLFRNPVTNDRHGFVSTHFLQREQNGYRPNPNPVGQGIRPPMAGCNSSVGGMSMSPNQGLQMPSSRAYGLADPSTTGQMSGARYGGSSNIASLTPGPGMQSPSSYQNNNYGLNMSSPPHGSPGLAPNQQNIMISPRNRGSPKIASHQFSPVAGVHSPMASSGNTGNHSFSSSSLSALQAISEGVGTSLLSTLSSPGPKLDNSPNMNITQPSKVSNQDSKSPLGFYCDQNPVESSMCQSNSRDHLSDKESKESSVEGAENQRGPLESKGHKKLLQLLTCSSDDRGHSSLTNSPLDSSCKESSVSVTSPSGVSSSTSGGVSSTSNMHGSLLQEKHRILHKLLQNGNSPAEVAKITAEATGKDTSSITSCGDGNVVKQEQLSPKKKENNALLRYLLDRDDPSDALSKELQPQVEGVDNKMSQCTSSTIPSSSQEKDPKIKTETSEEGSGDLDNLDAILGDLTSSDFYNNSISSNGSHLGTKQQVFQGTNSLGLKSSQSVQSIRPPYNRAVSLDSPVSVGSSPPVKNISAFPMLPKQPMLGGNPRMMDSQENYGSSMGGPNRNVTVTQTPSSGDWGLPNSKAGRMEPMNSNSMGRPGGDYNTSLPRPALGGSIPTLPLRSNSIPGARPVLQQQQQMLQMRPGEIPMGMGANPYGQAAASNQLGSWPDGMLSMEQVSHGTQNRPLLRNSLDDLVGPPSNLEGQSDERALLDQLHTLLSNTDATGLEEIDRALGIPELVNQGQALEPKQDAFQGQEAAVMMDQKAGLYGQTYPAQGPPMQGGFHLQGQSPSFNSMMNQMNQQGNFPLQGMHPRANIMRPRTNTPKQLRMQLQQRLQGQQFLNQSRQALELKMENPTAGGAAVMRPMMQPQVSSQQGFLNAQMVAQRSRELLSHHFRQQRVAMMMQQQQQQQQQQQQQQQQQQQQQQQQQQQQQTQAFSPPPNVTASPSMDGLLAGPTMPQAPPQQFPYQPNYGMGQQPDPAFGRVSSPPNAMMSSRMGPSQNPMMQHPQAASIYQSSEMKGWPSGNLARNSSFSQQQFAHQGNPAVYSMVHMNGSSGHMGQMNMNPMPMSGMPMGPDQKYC
TWEAK Fn14 block: inhibitors of TWEAK-Fn14 signaling, primary screen, luciferase reporter cells, uHTS; TWEAK-stimulated Fn14 reporter cells, luciferase luminescence, 8 h; inhibition, % at 10 µM; AID 1159606, 2016; 360,000 tested, 2% active; in the data active = inhibition above about 50%
TLR9-MyD88 inh: inhibitors of TLR9-MyD88 association in cells, primary screen, cell-based, CHO, BLA complementation, fluorescence. inhibition, % at 4.98 µM. AID 504734, 2011. 340,000 tested, 0.21% active. Toll-like receptor 9 (Homo sapiens) + Myeloid differentiation primary response protein …. CCF4 FRET ratio;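 active = inhibition above the mean over all tested compounds plus 3 SD, cut at about 21% in these data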;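 note: 0% = DMSO only wells and 100% = clavulanate BLA inhibitor control wells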
TROY signal inh: inhibitors of TROY-driven NF-kB signaling, primary screen, Q293 LMP1-TROYcd cells, NF-kB luciferase, uHTS. Q293 LMP1-TROYcd NF-kB luciferase reporter, 4 h. inhibition, % at 10 µM. 360,000 tested, 0.98% active;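 active = compounds whose plate-normalised and pattern-corrected inhibition of the luciferase reporter signal at the single screening dose is 50% or more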
ABHD5 PLIN5 PPI: ABHD5-PLIN5 interaction inhibitors, primary screen, cell lysate, split luciferase complementation, luminescence | Split G. princeps luciferase complementation, 4 h | inhibition, % at 4 µM | 360,000 tested, 0.78% active | Perilipin-5 (Homo sapiens) + 1-acylglycerol-3-phosphate O-acyltransferase ABHD5 (Homo …;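 active = inhibition above the mean inhibition across every tested compound plus 3 SD, cut at about 22% in these data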;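 note: 0% = DMSO only wells and the 100% control is not disclosed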
NR2F2 inh: NR2F2 transcriptional activity inhibitors, primary screen, cell-based, luciferase reporter, HEK293T, luminescence; COUP transcription factor 2 (Homo sapiens), P24468; HEK293T NGFI-A luciferase reporter; inhibition, % at 8.6 µM; 370,000 tested, 0.7% active;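 active = inhibition above a per-plate cutoff, mean inhibition of test wells between control levels plus 3 SD, cut at about 38% in these data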;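 note: cells cotransfected with COUP-TFII expression vector driving the NGFI-A reporter; 0% = median of COUP-TF2 test wells and 100% = reporter-only cells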
Exocytosis inh: LAMP-1 surface exposure blockers, TALL-104 cells – cell-based, flow cytometry, MLPCN library, primary screen | TALL-104 LAMP-1 surface exposure; cells stimulated with thapsigargin and PMA | inhibition, % at 10 µM | 360,000 tested, 0.66% active | AID 651702, 2012;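 active = inhibition above about 55%, limit read from the data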
* hit, by the source's call; . = no result given. These rows are one share of the data; count on the stated rates, not on these rows.

SMILES	LRH-1 inv ag	NCOA2 inhibitor	NOD2-RIPK2 inh	SRC1 inh	SRC3 inh	TWEAK Fn14 block	TLR9-MyD88 inh	TROY signal inh	ABHD5 PLIN5 PPI	NR2F2 inh	Exocytosis inh
Cc1ccccc1CSc1nnc(C)n1N	0	-5	-7	4	-5	-4	-4	16	7	-13	-2
CC1(C)CC2(C)CC(=O)C1C(C(=O)O)C2C(=O)O (stereo not given)	5	-6	-9	6	-4	4	-18	-5	-3	5	4
C[C@@]12C(=O)NCC(=O)N1[C@@H]1c3cc(Br)ccc3OC[C@@H]1[C@@H]2c1ccccc1	-2	1	1	-10	-14	21	0	1	-1	3	2
COc1cc2c(cc1OC)CN(C(=O)CSC1=NCCS1)CC2	40	15	-15	-5	7	16	-3	4	-4	16	-1
O=C(O)C[C@H]1c2cc(C(F)(F)F)ccc2S(=O)(=O)N1C1CCN(Cc2ccccc2)CC1	12	2	-3	-4	-4	8	-7	-10	7	8	-5
COc1ccccc1CC1(C)C(=O)Nc2ccc(S(=O)(=O)NC3CCCCC3)cc21 (stereo not given)	2	15	-11	-27	3	17	.	-8	-8	0	-3
COc1cc(C(O)c2nc(-c3csc4ccccc34)cs2)ccc1F (stereo not given)	-27	-14	-1	-11	-12	5	.	3	-2	-10	11
Cc1cc(C)n(CC(=O)N/N=C/c2cccc([N+](=O)[O-])c2)n1	20	0	0	8	17	-3	14	-27	1	-13	4
NS(=O)(=O)c1ccc(CNC(=O)CC23CC4CC(CC(C4)C2)C3)cc1	10	13	-9	3	0	-4	-2	10	-2	8	-2
CN(CC(=O)Nc1ccccc1Br)C(=O)c1ccc(-c2ccc(Cl)cc2)o1	-4	-4	-5	-8	7	-5	-7	-10	21	9	5
COc1cccc(-c2cc3nc(NCc4ccc(C)cc4C)n(C)c(=O)c3s2)c1	12	-16	0	-20	-5	45	.	-7	1	3	9
Cc1ccc(S(=O)(=O)CC(O)COc2ccc(C#N)cc2)cc1 (stereo not given)	-23	-3	3	-1	10	3	8	-13	0	10	0
CCS(=O)(=O)N1CCN(c2ccc(C(=O)N3CCOCC3)cc2[N+](=O)[O-])CC1	12	26	-14	0	16	-10	1	-8	1	-16	4
CCCCN(C)CCN1C(=O)C2C(C(=O)Nc3cccc(OC)c3)C3C=CC2(O3)C1C(=O)NC1CCCCC1C (stereo not given)	3	-11	0	2	-6	21	4	-18	-1	14	9
COc1cc(NC(=O)c2cccc(COCC(F)(F)C(F)F)c2)cc(OC)c1OC	-13	-10	-12	-13	16	-11	-7	2	-6	-3	7

Ordered by value in NCOA2 inhibitor (highest first): five from the list above.
smiles,NCOA2 inhibitor
COc1cc2c(cc1OC)CN(C(=O)CSC1=NCCS1)CC2,15
C[C@@]12C(=O)NCC(=O)N1[C@@H]1c3cc(Br)ccc3OC[C@@H]1[C@@H]2c1ccccc1,1
CN(CC(=O)Nc1ccccc1Br)C(=O)c1ccc(-c2ccc(Cl)cc2)o1,-4
CC1(C)CC2(C)CC(=O)C1C(C(=O)O)C2C(=O)O (stereo not given),-6
CCCCN(C)CCN1C(=O)C2C(C(=O)Nc3cccc(OC)c3)C3C=CC2(O3)C1C(=O)NC1CCCCC1C (stereo not given),-11

Given with two lines to a compound: part of the list above.
Results follow in this order: LRH-1 inv ag	NCOA2 inhibitor	NOD2-RIPK2 inh	SRC1 inh	SRC3 inh	TWEAK Fn14 block	TLR9-MyD88 inh	TROY signal inh	ABHD5 PLIN5 PPI	NR2F2 inh	Exocytosis inh
COc1ccccc1CC1(C)C(=O)Nc2ccc(S(=O)(=O)NC3CCCCC3)cc21 (stereo not given)
→ 2	15	-11	-27	3	17	.	-8	-8	0	-3
COc1cc(C(O)c2nc(-c3csc4ccccc34)cs2)ccc1F (stereo not given)
→ -27	-14	-1	-11	-12	5	.	3	-2	-10	11

More results follow:
SMILES	LRH-1 inv ag	NCOA2 inhibitor	NOD2-RIPK2 inh	SRC1 inh	SRC3 inh	TWEAK Fn14 block	TLR9-MyD88 inh	TROY signal inh	ABHD5 PLIN5 PPI	NR2F2 inh	Exocytosis inh
O=C(NCCCC(NC(=O)OCc1ccccc1)C(=O)O)OCc1ccccc1 (stereo not given)	20	19	-8	-8	-8	0	-5	13	-3	6	-6
Cc1ccc(S(=O)(=O)NCC(=O)OCC(=O)N(Cc2ccccc2)C(C)(C)C)cc1	12	10	-5	-3	-9	11	-4	13	0	-21	-3
COc1cc(NS(=O)(=O)c2ccc(N/C=C(\C=O)c3nc4ccccc4o3)cc2)nc(OC)n1	-15	-10	-3	-26	-9	7	-7	10	-4	-9	-1
CC(=O)Nc1ccc2c(c1)nc(CCNC(=O)c1ccccc1)n2C	-9	-8	-11	-2	12	5	2	-3	3	8	1
COc1cc(CN2CCCCCC2)cc(Br)c1O	-4	-23	2	10	0	4	4	25	-5	5	-4
CC(c1cccnc1)N(CCN(C)C)C(=O)Nc1ccc(Cl)c(Cl)c1 (stereo not given)	-1	1	-5	0	2	0	2	-26	2	18	2
CCOC(=O)c1oc2ccc(S(=O)(=O)n3nc(-c4ccc(C)cc4)cc3N)cc2c1C	-8	18	-2	7	-10	12	14	-3	5	12	-2
N#Cc1ccccc1-n1c(N)c(C(=O)N2CCCC2)sc1=S	17	8	-10	2	14	16	12	6	-8	-10	7
O=C1N=C(N2CCOCC2)S/C1=C/c1cc2c(cc1[N+](=O)[O-])OCO2	-40	-51	-4	-63	-45	13	-5	-12	1	-14	2
CCOC(=O)C1(C(F)(F)F)N=C(C(F)(F)F)Nc2ccccc21 (stereo not given)	2	7	5	12	12	5	10	6	4	4	-8
Cn1c(=O)c2c(nc(CN3CCN(C(=O)c4ccco4)CC3)n2Cc2ccc(Cl)cc2)n(C)c1=O	12	-5	2	-13	10	-11	8	0	-1	-5	2
O=c1[nH]cnc(O)c1C(c1cccc([N+](=O)[O-])c1)c1c(O)nc[nH]c1=O	1	-12	-7	11	5	-38	5	6	2	-3	0
O=C(NCCc1ccccc1)C1CC(=O)N(c2ccc3c(c2)OCCO3)C1 (stereo not given)	-14	-4	-7	-29	10	6	-3	11	2	-10	12
O=C(/C=C/c1ccc([N+](=O)[O-])cc1)Nc1cccc(S(=O)(=O)NC2=NCCCCC2)c1	-11	-6	-1	-21	-13	-12	1	-13	6	14	-4
CC1=C(C(=O)OCC2CCCO2)C(c2ccccc2)C2=C(CC(C)(C)CC2=O)N1 (stereo not given)	11	-3	-3	-19	-18	8	3	-14	-3	10	2
CC(Oc1ccc(Cl)cc1Cl)C(=O)N/N=C1\CCCc2ccccc21 (stereo not given)	-1	-5	-6	-32	11	-27	-16	-33	-5	7	-1
CCc1nc(N2CCN(C(=O)c3ccco3)CC2)c2oc3ccccc3c2n1	12	-1	6	-19	16	-19	-7	5	-5	-12	-1
O=C(NCc1ccncc1)[C@@H]1CCCN1C(=O)[C@@H]1CCCN1C(=O)c1c(F)cccc1F	-5	8	0	.	.	18	.	0	6	-6	3
Nc1nc(-c2ccc(S(=O)(=O)N3CCCCC3)cc2)cs1	0	10	-5	-6	-7	11	9	-10	4	-7	2
C/C(=N\NC(=O)c1ccc(OC2CCCC2)cc1)c1ccc(C)s1	8	-20	-3	14	22	-18	-9	-8	-1	-8	-1
CC1CC(Nc2ccccc2)c2ccccc2N1C(=O)c1ccco1 (stereo not given)	8	-17	-6	24	9	9	1	14	12	-19	11
CS(=O)(=O)Nc1ccc(-c2n[nH]c(=S)n2-c2ccccc2)cc1	2	14	-2	2	-5	10	1	-8	-5	12	-2
CC(=O)c1c(C)[nH]c(C(=O)N2CCN(c3ncccn3)CC2)c1C	15	12	6	2	10	14	-5	-15	2	6	3
O=C(NCc1ccccn1)c1ccc(-c2ccccc2)cc1	-112	-62	-4	-36	-62	-23	-3	-55	4	-31	-2
CCOC(=O)c1[nH]cnc1C(=O)NC1CCN(C(=O)OC(C)(C)C)CC1	11	1	10	1	4	0	-14	5	4	3	3
CC[C@]12c3[nH]c4cc(CCC(=O)N(C)C)ccc4c3CCN1C(=O)[C@@H](CC(=O)NCc1ccco1)C[C@@H]2C(=O)N1CCN(C(=O)C2CC2)CC1	-22	-5	-4	-9	1	2	4	-1	3	-5	-1
O=C(NCCCn1cccn1)C1CCC(=O)N(Cc2cccc(C(F)(F)F)c2)C1 (stereo not given)	-11	-6	-8	12	-6	-6	8	7	-6	4	-2
O=C(O)C1C2C=CC3(CN(C/C=C/c4ccccc4)C(=O)C13)O2 (stereo not given)	-2	-10	-13	3	3	1	-7	-5	-3	-2	2
CC(C)NC(=O)COc1ccc(S(=O)(=O)N2CCOCC2)cc1	-1	-11	-1	-2	-1	-7	-4	6	1	-6	2

Retrieved by compound from above:
SMILES	LRH-1 inv ag	NCOA2 inhibitor	NOD2-RIPK2 inh	SRC1 inh	SRC3 inh	TWEAK Fn14 block	TLR9-MyD88 inh	TROY signal inh	ABHD5 PLIN5 PPI	NR2F2 inh	Exocytosis inh
CC1CC(Nc2ccccc2)c2ccccc2N1C(=O)c1ccco1 (stereo not given)	8	-17	-6	24	9	9	1	14	12	-19	11
CC(=O)c1c(C)[nH]c(C(=O)N2CCN(c3ncccn3)CC2)c1C	15	12	6	2	10	14	-5	-15	2	6	3
CC(C)NC(=O)COc1ccc(S(=O)(=O)N2CCOCC2)cc1	-1	-11	-1	-2	-1	-7	-4	6	1	-6	2
O=C(NCCCn1cccn1)C1CCC(=O)N(Cc2cccc(C(F)(F)F)c2)C1 (stereo not given)	-11	-6	-8	12	-6	-6	8	7	-6	4	-2

Bioassay records as filed in PubChem.
